# 3CLpro inhibitor – SARS-CoV 3CLpro protease inhibition | hit rate 0.14% among 290,000 | inhibition, % at 6 µM | P0C6X7 | recombinant SARS-CoV 3CLpro, quenched FRET peptide cleavage; in the data active means inhibition above about 12%
# MazF activator – activators of E. coli MazEF toxin-antitoxin RNase. FAM/BHQ RNA-DNA oligo cleavage fluorescence, 5 h. activation, % at 20 µM. hit rate 0.32% among 350,000. AID 504720; in the data active means activation above about 50%
# Target sequence (P0AE70 whole entry, looked up): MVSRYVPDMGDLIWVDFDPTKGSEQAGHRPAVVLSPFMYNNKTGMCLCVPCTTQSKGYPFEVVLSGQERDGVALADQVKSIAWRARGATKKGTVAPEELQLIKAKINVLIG
# SSB-PriA inh – K. pneumoniae PriA-SSBct interaction inhibition; AID 1272365; AlphaScreen SSBct-PriA binding, biotinylated peptide; hit rate 0.6% among 430,000; inhibition, % at 33 µM; in the data active means inhibition mostly above about 37%, no sharp cut-off; inactive means mostly below about 20%;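 further: plate controls were negative control peptide for no effect and reference peptide for full effect; strong numbers were not always called active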
# Rv3671c inh – Rv3671c (M. tuberculosis) protease inhibition | hit rate 0.048% among 320,000 | P9WHR9 | inhibition, % at 5.96 µM; in the data active means inhibition above about 38%;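 further: extracellular domain of Rv3671c used as enzyme; 0% = enzyme with DMSO and 100% = no enzyme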
# Target sequence (P9WHR9 whole entry, looked up, the tested form may be a part): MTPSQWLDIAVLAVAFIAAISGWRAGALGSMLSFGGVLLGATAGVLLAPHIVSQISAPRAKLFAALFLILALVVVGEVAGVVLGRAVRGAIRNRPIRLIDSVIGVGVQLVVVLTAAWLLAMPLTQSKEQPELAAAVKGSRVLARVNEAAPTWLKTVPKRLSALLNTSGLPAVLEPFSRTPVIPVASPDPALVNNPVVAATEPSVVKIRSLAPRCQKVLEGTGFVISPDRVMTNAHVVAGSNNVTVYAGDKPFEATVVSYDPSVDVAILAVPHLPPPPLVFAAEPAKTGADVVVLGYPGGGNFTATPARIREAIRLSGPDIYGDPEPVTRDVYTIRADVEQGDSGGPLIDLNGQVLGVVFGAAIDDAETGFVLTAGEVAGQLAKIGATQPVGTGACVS
# Vc quorum ag – inducers of Vibrio cholerae quorum light production without autoinducers | V. cholerae BH1578 lux reporter, luminescence, 6 h | activation, % at 18.7 µM | hit rate 0.16% among 350,000; in the data active means activation mostly above about 9.7%, no sharp cut-off; further: not every result past the cut was called active; inactives centre near 0; reference of the scale not given here
# CCHF vOTU inh – CCHFV vOTU protease inhibition | Pep-AMC fluorescence | inhibition, % at 11.5 µM | hit rate 0.55% among 370,000; in the data active means inhibition above about 30%; further: 0% = vehicle wells with enzyme and 100% = no enzyme wells
# DUSP3 inh – blocks human VHR1 dual specificity phosphatase | P51452 | recombinant VHR phosphatase, pNPP absorbance | inhibition, % at 13.3 µM | hit rate 0.52% among 290,000 | AID 1654; in the data active means inhibition above about 50%; further: some compounds called inactive have numbers as strong as hits
# Target sequence (P51452 whole entry, looked up): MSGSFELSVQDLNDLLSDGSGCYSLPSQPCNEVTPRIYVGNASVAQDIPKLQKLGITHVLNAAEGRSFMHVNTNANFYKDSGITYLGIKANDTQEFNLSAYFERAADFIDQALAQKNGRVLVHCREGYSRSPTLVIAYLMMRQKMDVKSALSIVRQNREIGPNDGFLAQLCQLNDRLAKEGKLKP
# TcdB inh – blocks C. difficile toxin B glycohydrolase activity; TcdB glycohydrolase enzymatic assay, plate reader; P18177; hit rate 0.24% among 350,000; AID 652162; inhibition, % at 9.99 µM; in the data active means inhibition above about 10%
# PrPC TRFRET – inhibitors of human cell surface prion protein PrPC | TR-FRET read-out | inhibition, % at 13.8 µM | hit rate 0.43% among 370,000 | AID 720596; in the data active means inhibition above about 24%; further: 0% = median of the test wells and 100% = reference compound wells
# Yp Topo-I inh – inhibitors of Yersinia pestis topoisomerase I | Y. pestis Topo-I cleavage product accumulation, plate reader | activity, % at 10 µM | hit rate 0.064% among 360,000; in the data active means activity above about 50%, passing the limit was not always enough; further: inactives centre near 2
# Starred values were filed as active, the others as inactive; i = inactive; / = not tested or not shown; & = joins results of further samples.
# The opening 15 entries, to show the layout:
SMILES,3CLpro inhibitor,MazF activator,SSB-PriA inh,Rv3671c inh,Vc quorum ag,CCHF vOTU inh,DUSP3 inh,TcdB inh,PrPC TRFRET,Yp Topo-I inh
O=Cc1cccn1-c1nccc(-c2ccco2)n1,2,14,-1,1,-2.8,5,-1,1.1,2,1
CCOC(=O)c1ccccc1-n1c(C)cc(C2N=C(N)Nc3nc4ccccc4n32)c1C (stereo unspecified),-2,-17,40,1,-0.7,8,31,1.4,0,7
Cc1cccc(N(C)C(=O)c2cc(S(=O)(=O)N3CCc4ccccc43)cn2C)c1,4,0,8,3,-0.3,1,33,2.0,3,5
O=C(NCc1cccs1)c1cc(-c2ccccc2)on1,1,-3,-11,-11,0.1,-13,7,/,11,14
CNc1ccc(Br)cc(C(=O)/C=C/c2ccc3c(c2)OCO3)c1=O,13*,-2,6,-14,i,9,33,/,-6,10
CC(C)CNC(=O)COC(=O)c1c2c(nc3ccccc13)/C(=C\c1cccs1)CC2,/,-37,-6,/,-5.6,26,/,0.0,1,1
COc1ccc(NC(=S)N2CCOCC2)c(OC)c1,-2,-1,-12,11,-0.2,-2,-6,/,6,3
CCc1cc(=O)[nH]c(SCC(=O)N2CCOCC2)n1,/,4,-11,-8,i,-12,/,0.6,2,1
COc1ccc(CN(CCc2ccccc2)Cc2ccccc2)cc1OC,-10,-13,-35,-2,i,9,7,0.8,6,-8
O=C1CCC(=O)N1c1ccc(-c2nc3ccccc3s2)cc1,4,-1,-8&-17,-9,i,-4,15,0.2,-5,3
COc1cccc(CN2CCN(C(=O)c3oc4c(F)cccc4c3C)CC2=O)c1,-3,-5,-28,-9,i,0,-16,1.1,-8,44
COc1ccccc1/C=C/C=N/n1c(-c2cc(C)[nH]n2)n[nH]c1=S,-3,2,/,8,-0.3,3,-5,2.8,-3,0
CN(CC(=O)Nc1ccc(F)cc1)C(=O)CN1C(=O)NC2(CCCc3ccccc32)C1=O (stereo unspecified),-4,2,-4,2,i,11,2,0.3,6,4
Cc1cc(Nc2cc(Cl)cc(Cl)c2)nc(N)n1,3,-5,-1,-2,-0.6,4,18,3.2,2,-6
C=CCOc1c(OC)cc(/C=N/Nc2cccc(C(=O)O)c2)c(Br)c1Br,3,-2,i,16,-2.7,7,-5,-2.5,1,-7

# Results, from the first entry:
SMILES,3CLpro inhibitor,MazF activator,SSB-PriA inh,Rv3671c inh,Vc quorum ag,CCHF vOTU inh,DUSP3 inh,TcdB inh,PrPC TRFRET,Yp Topo-I inh
O=Cc1cccn1-c1nccc(-c2ccco2)n1,2,14,-1,1,-2.8,5,-1,1.1,2,1
CCOC(=O)c1ccccc1-n1c(C)cc(C2N=C(N)Nc3nc4ccccc4n32)c1C (stereo unspecified),-2,-17,40,1,-0.7,8,31,1.4,0,7
Cc1cccc(N(C)C(=O)c2cc(S(=O)(=O)N3CCc4ccccc43)cn2C)c1,4,0,8,3,-0.3,1,33,2.0,3,5
O=C(NCc1cccs1)c1cc(-c2ccccc2)on1,1,-3,-11,-11,0.1,-13,7,/,11,14
CNc1ccc(Br)cc(C(=O)/C=C/c2ccc3c(c2)OCO3)c1=O,13*,-2,6,-14,i,9,33,/,-6,10
CC(C)CNC(=O)COC(=O)c1c2c(nc3ccccc13)/C(=C\c1cccs1)CC2,/,-37,-6,/,-5.6,26,/,0.0,1,1
COc1ccc(NC(=S)N2CCOCC2)c(OC)c1,-2,-1,-12,11,-0.2,-2,-6,/,6,3
CCc1cc(=O)[nH]c(SCC(=O)N2CCOCC2)n1,/,4,-11,-8,i,-12,/,0.6,2,1
COc1ccc(CN(CCc2ccccc2)Cc2ccccc2)cc1OC,-10,-13,-35,-2,i,9,7,0.8,6,-8
O=C1CCC(=O)N1c1ccc(-c2nc3ccccc3s2)cc1,4,-1,-8&-17,-9,i,-4,15,0.2,-5,3
COc1cccc(CN2CCN(C(=O)c3oc4c(F)cccc4c3C)CC2=O)c1,-3,-5,-28,-9,i,0,-16,1.1,-8,44
COc1ccccc1/C=C/C=N/n1c(-c2cc(C)[nH]n2)n[nH]c1=S,-3,2,/,8,-0.3,3,-5,2.8,-3,0
CN(CC(=O)Nc1ccc(F)cc1)C(=O)CN1C(=O)NC2(CCCc3ccccc32)C1=O (stereo unspecified),-4,2,-4,2,i,11,2,0.3,6,4
Cc1cc(Nc2cc(Cl)cc(Cl)c2)nc(N)n1,3,-5,-1,-2,-0.6,4,18,3.2,2,-6
C=CCOc1c(OC)cc(/C=N/Nc2cccc(C(=O)O)c2)c(Br)c1Br,3,-2,i,16,-2.7,7,-5,-2.5,1,-7
O=C(NN=Cc1ccccc1O)C1CC1,/,-1,-8,/,-0.9,-5,/,-4.2,7,6
COc1ccc(C(CNC(=O)CNC(=O)c2cccc(F)c2)N2CCOCC2)cc1 (stereo unspecified),/,3,/,/,-0.2,-2,/,-1.0,-8,3
COc1ccc(NC(=O)Cn2c(=O)sc3ccccc32)c(OC)c1,-9,-14,-11,1,i,-8,5,0.9,-5,0
COc1ccccc1NS(=O)(=O)c1cc(NC(=O)c2cccs2)ccc1N1CCCC1,1,13,0,-53,-0.2,15,3,0.5,9,-24
COC(=O)c1c(C)[nH]c(C(=O)COC(=O)CCc2ccc(OC)c(OC)c2)c1C,/,5,/,/,i,6,/,0.4,2,1
Cc1c(C(=O)N2CCOCC2)c(S(=O)(=O)N2CCN(c3ccc(Cl)cc3)CC2)c(C)n1C,1,9,-6,10,i,10,-2,-2.5,-2,11
CC(=O)c1ccc(NC(=S)N2CCN(CCO)CC2)cc1,-4,7,-22,3,i,16,9,1.1,-3,6
CC(=O)Cc1ccccc1OC(=O)c1ccco1,0,4,-10,2,-0.6,0,36,/,0,2
CCCCN(C(=O)c1cccc(S(=O)(=O)N2CC(C)OC(C)C2)c1)c1c(N)n(CC(C)C)c(=O)[nH]c1=O (stereo unspecified),2,-1,-3,3,0.5,3,10,2.1,-6,-1
O=C1NC2(CCCCCC2)C(=O)N1Cc1ccc(Cl)cc1Cl,-2,-29,5,-14,-0.4,10,12,-11,10,-7
SMILES,3CLpro inhibitor,MazF activator,SSB-PriA inh,Rv3671c inh,Vc quorum ag,CCHF vOTU inh,DUSP3 inh,TcdB inh,PrPC TRFRET,Yp Topo-I inh
CCSc1nnc(NC(=O)C2CCCCC2)s1,-1,0,-2,6,-0.6,-9,-4,/,8,5
Cc1cc(O)cc(=O)n1Cc1ccccc1,/,-1,-12,4,-0.5,-9,/,0.9,-2,-11
O=C(N/N=C/c1ccc([N+](=O)[O-])cc1)c1cccnc1,1,-32,/,7,0.0,8,6,-2.5,-31,4
COc1ccc(CCC(=O)N2CCC3(CC2)OCCO3)cc1,1,4,-3,-6,0.0,-9,12,/,-1,6
CN(C)c1ccc(C=Nc2ccc(N(C)C)cc2)cc1,0,40,68,-13,-0.4,68*,26,/,-19,-10
CCCCn1c(=O)c(CC(C)=O)nc2ccccc21,1,1,9,-3,i,2,-17,1.1,3,-5
Cc1cc(NC(=O)c2ccc3sc([C@@H]4O[C@H](CO)[C@H](O)[C@H](O)[C@H]4O)nc3c2)no1,/,/,/,/,-0.9,-8,/,0.7,3,-3
COc1ccc(C2=NOC(C3(S(=O)(=O)c4ccccc4)CC(O)C3)C2)cc1 (stereo unspecified),/,8,-13,-6,i,9,/,0.2,-4,-6
COc1ccc(CNC(=O)C2CCN(C(=O)[C@@H](CC(C)C)NC(=O)OC(C)(C)C)CC2)cc1,-3,/,/,/,17*,-4,29,/,5,9
COC(=O)C(=Cc1ccccc1[N+](=O)[O-])C(=O)OC,-1,4,10,0,i,18,31,0.6,-1,0
Cc1ccccc1Nc1nc(N)nc(CN(C)Cc2ccccc2Cl)n1,2,11,12,-3,0.8,3,8,1.4,-5,-2
CC1C/C(=C/c2cccs2)C(=O)/C(=C/c2cccs2)C1 (stereo unspecified),0,-18,18,-16,-0.2,27,-6,-3.3,-1,21
CCCc1[nH]nc2c1C1(C(=O)N(CC(N)=O)c3ccccc31)C(C(=O)OC)=C(N)O2 (stereo unspecified),-3,-4,-5,5,-0.4,8,18,/,5,3
C#CCNc1ccc(C(=O)OCC)cc1,-1,10,-32,1,0.1,-3,15,-0.6,8,-7
COc1ccc(S(=O)(=O)N/N=C(/C)c2ccc(C)o2)cc1,/,7,/,12,-0.7,-4,/,-0.6,-2,-5
COC(=O)C1=C(c2cccc(OC)c2OC)C[C@@H]2CC[C@H]1N2C(=O)N1CCC(O)CC1,/,11,-12,6,-9.1,9,/,-2.1,7,-2
COc1ccc(C(CNC(=O)C2CC(=O)N(Cc3ccccc3)C2)N2CCOCC2)cc1 (stereo unspecified),/,7,-10,6,i,-33,/,0.4,1,-3
Cc1cnc(NC(=O)CSc2ccc(Cl)cc2)s1,3,0,-24,-4,7.7,23,17,/,8,2
CCOC(=O)c1sc(=S)n(C)c1NC(=O)c1ccc(OC)cc1,1,7,-2,3,-1.6,13,-7,0.3,-10,3
O=C(CSc1n[nH]c(-c2ccncc2)n1)c1cccc([N+](=O)[O-])c1,4,-1,0,-4,i,5,15,1.5,-10,-13
O=C(NCCc1ccc(Cl)cc1)C1CCCN1C(=O)NCc1ccccc1 (stereo unspecified),-2,11,-4,2,-0.9,4,5,2.2,-8,2
CC(C)(C)NC(=O)CSc1nncn1-c1ccccc1,-5,-2,7,3,i,2,8,/,-7,6
O=C(Nc1cccc(S(=O)(=O)Nc2ccc(Cl)cc2)c1)c1ccc[n+]([O-])c1,2,-4,5,-6,3.1,6,-12,2.0,11,-11
Cc1c(C(=O)N(C)Cc2ccc(OC(F)F)cc2)oc2ccccc12,2,-8,-26,-10,-0.1,17,-17,-0.4,-7,34
O=C(NCCNCc1ccccn1)c1ccco1,2,0,20,-1,-1.4,1,19,-5.4,4,-1
SMILES,3CLpro inhibitor,MazF activator,SSB-PriA inh,Rv3671c inh,Vc quorum ag,CCHF vOTU inh,DUSP3 inh,TcdB inh,PrPC TRFRET,Yp Topo-I inh
Cc1nn(CC(=O)N2CCCCCC2)c(=O)c2cc3occc3n12,-2,13,-6,-3,-0.2,12,-3,0.8,-1,-6
CC(=O)c1cnc(N(C)C)s1,0,-3,-1,-2,1.6,6,-9,/,-7,-1
Cc1cc(N)n2nc(C)c(-c3ccc(Cl)cc3)c2n1,1,3,-12,0,-0.1,8,22,2.6,-6,7
CCOC(=O)c1[nH]cnc1C(=O)Nc1ccccc1,4,-3,-5,0,-0.3,-6,25,-9.2,4,6
CCCCN(C(=O)CC1CCCCC1)c1c(N)n(CCCC)c(=O)[nH]c1=O,/,-9,/,/,-1.3,-6,/,0.3,5,-5
CCC(C)[C@H](NC(=O)NCCC1=CCCCC1)C(=O)O (stereo partly specified),1,-4,-5,2,-0.5,-12,13,0.9,2,3
Cc1ccc(C)c(NC(=O)CSc2nnc(-c3cc(C)[nH]n3)n2N)c1,-2,5,4,2,-0.4,-4,4,-6.5,2,-4
CC(C)CCOC(=O)c1c(N)n(CC2CCCO2)c2nc3ccccc3nc12 (stereo unspecified),0,3,-57,-34,-1.4,-140,22,/,6,2
CCNC(=O)NC(=O)C(C)OC(=O)c1ccc(SC)cc1OC (stereo unspecified),-2,8,-7,-2,-0.4,10,-10,1.2,-3,-10
CC(=O)N1CCN(c2ccccc2NC(=O)COc2ccc(Br)cc2)CC1,-3,-7,-10,-3,1.0,-14,37,/,-4,-4
N#C/C(=C(/O)COc1ccc(Br)cc1)c1nnc2n1CCCCC2,3,0,2,-6,-1.5,-9,17,1.0,-2,-13

# Compound activity from PubChem BioAssay.

# Some of the compounds tested; the hit share may differ from the screen's.
